# Screening data: PubChem BioAssay, Southern Research Specialized Biocontainment Screening Center
# H1N1 NS1A inhibition = H1N1 influenza NS1A inhibitors, functional cell based assay (AID 504329). NS1A functional cell-based assay, percent inhibition; higher % means a stronger effect. inhibition, % at 12.5 µM, or IC50 in µM where a hit was titrated. hit rate 0.3% among 340,000; in the data active = a potency from the dose series; inconclusive = inhibition above about 27% without an active follow-up result; note: strong numbers were not always called active
# VEEV TC-83 Vero = inhibitors of VEEV TC-83 cytopathic effect, confirmation, Vero cells (AID 588727); hit rate 0.13% among 350,000; inhibition, % at 20 µM; hits with a dose series show IC50 in µM; Vero cells, VEEV TC-83 cytopathic effect inhibition; higher % means a stronger effect; in the data active = a potency from the dose series; inconclusive = inhibition mostly from about 14% at the one dose, without a potency; inactive = the rest, 99 in 100 with inhibition below about 12%; note: strong numbers were not always called active
# PhoP GFP inhibition = PhoP regulon inhibitors, Salmonella typhi PhoP promoter GFP reporter, confirmatory (AID 1850); Salmonella Typhi PhoP-promoter GFP reporter, fluorescence, 4 h; higher % means a stronger effect; one-dose inhibition, % at 50 µM; IC50 in µM for titrated hits; hit rate 0.33% among 310,000; in the data active = a potency from the dose series; inconclusive = inhibition mostly from about 25% at the one dose, without a potency; inactive = the rest, 99 in 100 with inhibition below about 19%;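 note: 0% = induced wells with vehicle and 100% = uninduced wells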
# M. tuberculosis = growth inhibition of non-replicating M. tuberculosis (AID 488890); inhibition, % at 25 µM, or IC50 in µM where a hit was titrated; hit rate 0.39% among 320,000; Mycobacterium tuberculosis non-replicating, growth inhibition; higher % means a stronger effect; in the data active = a potency from the dose series; inconclusive = inhibition mostly from about 82% at the one dose, without a potency; inactive = the rest, 99 in 100 with inhibition below about 76%;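 note: plate controls were DMSO cells for no effect and high antibiotic wells for full effect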
# H37Rv inhibition = M. tuberculosis growth inhibition, HTS (AID 449762) | M. tuberculosis H37Rv growth inhibition, 7H9 media; higher % means a stronger effect | inhibition, % at 25 µM; hits with a dose series show IC50 in µM | hit rate 0.59% among 330,000; in the data active = a potency from the dose series; inconclusive = inhibition above about 70% without an active follow-up result;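 note: bacterial growth assessed after seven days of incubation; strong numbers were not always called active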
# VEEV TC-83 Vero 10K pilot screen = further read-out of VEEV TC-83 Vero, marked with its call; inhibition, %; measured here: 10K pilot screen inhibition
# * marks the source's active call; other numbers are inactive results; i = inactive; ? = inconclusive; . = no result given. Compounds were not picked by outcome, and some 1.6% of all compounds hit somewhere here.
SMILES,H1N1 NS1A inhibition,VEEV TC-83 Vero,PhoP GFP inhibition,M. tuberculosis,H37Rv inhibition,others
O=C(Nc1ccc(CN2CCS(=O)(=O)CC2)cc1)c1ccc(Cl)cc1,13%,0.2%,-3%,11%,-4%,
COc1cccc(C(=O)C[n+]2ccccc2/C=N/O)c1,6%,0.1%,-9%,2%,8%,VEEV TC-83 Vero 10K pilot screen=0.2
COc1cc(/C=C2/C(=N)N3OC(C)=CC3=NC2=O)ccc1OC(=O)c1ccco1,-3%,0.5%,-3%,?,1%,
Cc1ccc(C)c(CSc2nnc([C@@H](N)C(C)C)o2)c1,-4%,2.4%,-13%,9%,1%,
CCC(CC)NC(=O)CN(c1ccccc1OC)S(=O)(=O)c1cccs1,-6%,i,8%,-1%,3%,
CCOc1cc(/C=N/n2nnnc2N)ccc1OCc1c(C)no[n+]1[O-],-2%,0.9%,-4%,-8%,4%,
c1ccc(-c2ncc(CSc3nncn3-c3ccccc3)s2)cc1,2%,1.9%,19%,11%,3%,
CC[C@H](C)[C@@H]1NC(=O)c2cc([N+](=O)[O-])cc(F)c2OCC[C@@H](C(N)=O)NC(=O)[C@H](CCCCN)NC1=O,12%,i,0%,-4%,-1%,VEEV TC-83 Vero 10K pilot screen=0.4
CCCn1c(=N)n(CC(=O)O)c2ccccc21,-2%,i,5%,7%,-11%,
Cc1ccsc1C1C(C#N)=C(N)N(N(C)C)C2=C1C(=O)CC(C)(C)C2 (centres undefined),3%,i,4%,-10%,3%,
c1ccc(NC(=NCc2ccco2)c2ccccc2)cc1,1%,1.3%,-5%,15%,-3%,
CCOc1ccc(/C(O)=C2/C(=O)C(=O)N(CCN(C)C)C2c2ccccc2)cc1Cl (centres undefined),3%,i,-4%,-11%,1%,
CCCCC(CC(O)COCC(C)C)C(=O)NN (centres undefined),-1%,2.3%,4%,65%,-8%,
Cn1c(=O)c(C(=O)NCc2ccc(Cl)cc2)c(O)c2ccccc21,-4%,0.6%,0%,16%,5%,
CCN(C(=O)c1cc(S(=O)(=O)N2CCc3ccccc32)cn1C)c1ccccc1,-31%,2.7%,-6%,-5%,-10%,
Oc1ccc(N2CCN(C(=S)NCc3ccccc3)CC2)cc1,.,0.7%,2%,13%,-7%,
O=C(c1ccco1)N1N=C(c2ccc3nccnc3c2)CC1c1ccccc1 (centres undefined),-6%,1.3%,3%,16%,13%,
CCCCN1C(Nc2ccccc2)=NC[C@@H]1C,5%,0.3%,-3%,-4%,2%,
Cc1ccc(-n2c(CNC(=O)c3cccs3)nnc2SCC(=O)NO)cc1,-10%,i,-11%,-3%,-4%,
COc1ccc(NC(=O)C(Cl)=C(Cl)Cl)cn1,-20%,2.3%,.,.,.,
CC(=O)N(Cc1ccccc1)c1nc(-c2ccccc2)cs1,9%,2.9%,3%,18%,13%,
COc1ccc(NC(=O)COc2ccc(C)c(C)c2)cc1S(=O)(=O)N1CCCCC1,-10%,8.4%,3%,24%,-3%,
CCCCOc1ccc(/C=N/NC(=O)c2csc(C)c2C)cc1,12%,0.3%,2%,4%,3%,VEEV TC-83 Vero 10K pilot screen=8.0
CCOc1ccc(N(CC(=O)NN=C2CCN(C)CC2)S(C)(=O)=O)cc1,-1%,0.7%,-6%,-2%,-26%,
COc1ccc(S(=O)(=O)Nc2ccc(OCC(=O)O)cc2)c2ccccc12,-6%,i,6%,-7%,4%,

# (listing goes on)
SMILES,H1N1 NS1A inhibition,VEEV TC-83 Vero,PhoP GFP inhibition,M. tuberculosis,H37Rv inhibition,others
O=C(NNc1ccccn1)c1ccccc1CC[N+](=O)[O-],1%,0.9%,2%,-4%,-3%,
CN(C)S(=O)(=O)c1cccc(C(=O)Nc2ccc(Cl)cn2)c1,-5%,0.1%,0%,14%,-6%,
COC(=O)c1ccc(CN(C)S(=O)(=O)c2cccs2)cc1,-10%,2.2%,-5%,26%,-2%,
CO/N=C(/CS(=O)(=O)Cc1ccccc1Cl)c1ccc(Cl)cc1Cl,-12%,0.7%,12%,5%,-7%,
CCCC(=O)NCc1ccc2c(c1)cc(C)n2C,3%,i,-3%,38%,-9%,
O=C1NC(c2ccccc2Cl)=N/C1=C/c1ccco1,3%,3.1%,2%,-16%,-7%,
Cc1ccccc1/C=C/c1nc2ccccc2c(=O)[nH]1,11%,1.0%,9%,9%,-12%,
COc1ccc(C)cc1-n1nnnc1SCC(=O)Nc1cc(C)on1,0%,0.7%,-2%,-4%,-11%,
COc1ccc(CCC(=O)Nc2ccc(S(=O)(=O)N3CCCC3)cc2)cc1OC,-14%,7.8%,.,6%,5%,
Cc1nc2ccccc2c(=O)n1NCc1cc(Br)cs1,2%,0.6%,2%,-2%,2%,
CCCCOc1ccc(NC(=O)c2cc(F)c(F)cc2Cl)cc1,9%,i,-19%,27%,?,VEEV TC-83 Vero 10K pilot screen=0.3
O=C(NCc1ccc(OC(F)(F)F)cc1)c1cccc2c1C(=O)c1ccc(N3CCCC3)cc1S2(=O)=O,15%,3.2%,.,5%,8%,
CCC(C)c1ccccc1N1CC(C(=O)NCCc2ccc(OC)c(OC)c2)CC1=O (centres undefined),-3%,2.6%,4%,-1%,2%,
CN(C)CCN1CC(O)=C(c2nc3ccccc3s2)C1=N,1%,0.8%,7%,6%,-2%,
Cc1ccc(OCC(=O)NNC(=O)Cn2nnc(-c3ccccc3)n2)cc1,6%,i,7%,-13%,5%,VEEV TC-83 Vero 10K pilot screen=0.2
Cc1cc(NC(=O)C2CCCO2)ccc1Br (centres undefined),-2%,0.3%,12%,8%,1%,
CCc1ccc(OCC(=O)N/N=C2\CC(=O)c3ccccc32)cc1,5%,i,15%,37%,-7%,
COc1cc2c(cc1OC)C(C(=O)Nc1cc(C)c(OC)c(C)c1)CC(=O)N2 (centres undefined),-31%,1.3%,-4%,20%,5%,
COc1cc(C(=O)Nc2cccc(-c3nc4cc(C)ccc4o3)c2)cc(OC)c1OC,4%,12%,-6%,-15%,3%,
O=C(CN1C(=O)C2CCCCC2C1=O)Nc1nc2ccc(F)cc2s1 (centres undefined),0%,3.6%,-4%,9%,-6%,
CCCOc1ccc(/C(CC)=N/NC(=O)C2(C)CC2(Br)Br)cc1 (centres undefined),-5%,4.5%,-1%,23%,-8%,VEEV TC-83 Vero 10K pilot screen=6.2
CCOc1ccccc1NC(=O)CS(=O)(=O)c1cn(CC(=O)N2CCOCC2)c2ccccc12,-12%,11%,-5%,2%,-14%,
Cc1ccc(S(=O)(=O)N(C)C)cc1NC(=O)COC(=O)c1sc2cc(Cl)ccc2c1Cl,-7%,i,-4%,4%,4%,
Cc1cc(C)cc(NS(=O)(=O)c2ccc(NC(=S)NC(=O)c3ccc(Br)o3)cc2)c1,-7%,4.4%,-5%,?,6%,
COc1ccc(S(=O)(=O)NCC2CCCN(C(=O)C3CCCC3)C2)cc1 (centres undefined),2%,0.1%,-24%,14%,5%,

# The listing continues.
SMILES,H1N1 NS1A inhibition,VEEV TC-83 Vero,PhoP GFP inhibition,M. tuberculosis,H37Rv inhibition,others
O=C(c1ccccc1)N(Cc1ccco1)C1CCS(=O)(=O)C1 (centres undefined),-2%,1.2%,6%,6%,9%,
Cc1nn(CC(=O)NCCc2ccccc2)c(=O)c2ccccc12,2%,1.6%,-7%,-4%,0%,
OCCN(CC(O)COc1ccccc1)CC(O)Cn1ccc2ccccc21 (centres undefined),0%,0.6%,-8%,26%,-1%,
Cc1ccsc1C(=O)N1CCCC(CCC(=O)N2CCN(c3ccccn3)CC2)C1 (centres undefined),3%,i,-8%,-12%,-3%,
COc1ccc(CN=C(C)c2c(C(F)(F)F)[nH]n(-c3nc4ccccc4s3)c2=O)cc1,3%,1.1%,5%,5%,-13%,
CCCCOC(=O)c1ccc(NC(=O)CSCc2n[nH]c(=O)[nH]2)cc1,-7%,1.1%,0%,26%,15%,
CN(CC(=O)Nc1ccccc1Br)C(=O)c1sccc1-c1ccccc1,-8%,9.5%,.,0%,16%,
COc1ccccc1OCC(=O)Nc1ccc2c(c1)OCCO2,7%,0.4%,9%,5%,1%,
Nc1nc(-c2ccc(Cl)cc2)cc(C(F)(F)F)n1,-12%,i,19%,-18%,3%,
O=C(Nc1nnc(C2CC2)o1)c1ccc(S(=O)(=O)N2CCCc3ccccc32)cc1,-14%,9.9%,.,.,?,
C[C@H](NC(=O)N1CCn2c1nc1ccccc12)C(=O)NCc1ccc(F)cc1,8%,2.0%,8%,42%,2%,
Clc1ccc(N2CCN(Cc3ccccc3Cl)CC2)cc1,-2%,1.2%,-8%,0%,8%,
Brc1ccc(-c2nnc(-c3cccnc3)c3conc23)cc1,.,.,2%,34%,-5%,
CCCN1CCC(NC(=O)C2CCN(C(C)=O)CC2)CC1,2%,i,4%,-1%,4%,
N#Cc1ccc(N2CCOCC2)c([N+](=O)[O-])c1,-10%,0.1%,6%,-13%,-3%,
COc1ccc(N(C(=O)Cn2nnc(-c3ccccc3F)n2)C(C(=O)NCC2CCCO2)c2ccc(Cl)cc2)cc1 (centres undefined),1%,1.4%,7%,17%,8%,
COc1ccc(-n2c3c(cc(C(=O)Nc4cccc(C)n4)c2=O)C(=O)CC(C)(C)C3)cc1,-8%,i,46%,-4%,-3%,
O=C(COC(=O)c1ccco1)NCc1ccc(F)cc1,5%,5.0%,2%,-4%,4%,
O=[N+]([O-])c1ccc(NC(=S)NCc2ccc(F)cc2)cc1,1%,i,-10%,?,67%,
COc1cc(C)c(N(C(C)=O)c2ccccc2)c(C)c1,-1%,0.6%,11%,4%,8%,
CC(c1ccccc1)c1nnc(NC(=O)Nc2ccccc2)s1 (centres undefined),3%,8.4%,-3%,20%,4%,
COc1ccc(-n2cnc3cc(NC(=O)c4ccco4)ccc32)cc1,-3%,1.3%,-1%,17%,49%,
COc1ccc(-c2nnc3sc(CCN4C(=O)c5ccccc5C4=O)nn23)cc1,4%,0.0%,-10%,2%,-3%,
CC(C(=O)NCC1CCCO1)n1cc([N+](=O)[O-])cn1 (centres undefined),0%,i,3%,1%,-1%,
COc1ccc2c(N)c(C(=O)NN)[nH]c2c1,-12%,2.9%,6%,-16%,3%,
COc1cccc(NC(=O)CSc2nc(C3CC3)nc3ccccc23)c1,-3%,i,-4%,14%,3%,

# In the list so far, these have fluorine.
SMILES,H1N1 NS1A inhibition,VEEV TC-83 Vero,PhoP GFP inhibition,M. tuberculosis,H37Rv inhibition,others
CC[C@H](C)[C@@H]1NC(=O)c2cc([N+](=O)[O-])cc(F)c2OCC[C@@H](C(N)=O)NC(=O)[C@H](CCCCN)NC1=O,12%,i,0%,-4%,-1%,VEEV TC-83 Vero 10K pilot screen=0.4
CCCCOc1ccc(NC(=O)c2cc(F)c(F)cc2Cl)cc1,9%,i,-19%,27%,?,VEEV TC-83 Vero 10K pilot screen=0.3
O=C(NCc1ccc(OC(F)(F)F)cc1)c1cccc2c1C(=O)c1ccc(N3CCCC3)cc1S2(=O)=O,15%,3.2%,.,5%,8%,
O=C(CN1C(=O)C2CCCCC2C1=O)Nc1nc2ccc(F)cc2s1 (centres undefined),0%,3.6%,-4%,9%,-6%,
COc1ccc(CN=C(C)c2c(C(F)(F)F)[nH]n(-c3nc4ccccc4s3)c2=O)cc1,3%,1.1%,5%,5%,-13%,
Nc1nc(-c2ccc(Cl)cc2)cc(C(F)(F)F)n1,-12%,i,19%,-18%,3%,
C[C@H](NC(=O)N1CCn2c1nc1ccccc12)C(=O)NCc1ccc(F)cc1,8%,2.0%,8%,42%,2%,
COc1ccc(N(C(=O)Cn2nnc(-c3ccccc3F)n2)C(C(=O)NCC2CCCO2)c2ccc(Cl)cc2)cc1 (centres undefined),1%,1.4%,7%,17%,8%,
O=C(COC(=O)c1ccco1)NCc1ccc(F)cc1,5%,5.0%,2%,-4%,4%,
O=[N+]([O-])c1ccc(NC(=S)NCc2ccc(F)cc2)cc1,1%,i,-10%,?,67%,

# By substructure: the compounds so far containing a CF3 group.
SMILES,H1N1 NS1A inhibition,VEEV TC-83 Vero,PhoP GFP inhibition,M. tuberculosis,H37Rv inhibition,others
O=C(NCc1ccc(OC(F)(F)F)cc1)c1cccc2c1C(=O)c1ccc(N3CCCC3)cc1S2(=O)=O,15%,3.2%,.,5%,8%,
COc1ccc(CN=C(C)c2c(C(F)(F)F)[nH]n(-c3nc4ccccc4s3)c2=O)cc1,3%,1.1%,5%,5%,-13%,
Nc1nc(-c2ccc(Cl)cc2)cc(C(F)(F)F)n1,-12%,i,19%,-18%,3%,
